Cardiac RTF inh: cardiac RTF calcium desensitization. P19429+P45379. IANBD-labeled cardiac RTF, Ca2+ fluorescence. inhibition, % at 7.15 µM. actives 0.12% (n = 340,000). AID 493244;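 active means inhibition above the mean inhibition of all tested compounds plus 3 SD, cut at about 17% in these data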;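 further: assay run at fixed EC70 calcium of 1.6 mM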
NSD2 HMT inh: NSD2 (human) methyltransferase inhibition | O96028 | NSD2 peptide methylation, AlphaScreen, 120 min | inhibition, % at 12.5 µM | actives 0.54% (n = 310,000) | AID 743445; in the data active means inhibition above about 50%
CAL PDZ FP-1: inhibitors of human CAL PDZ peptide binding. purified CAL PDZ, TMR-peptide fluorescence polarization, 1 h. inhibition, % at 20 µM. actives 0.02% (n = 330,000). AID 504414. Q9HD26;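 active means highest replicate inhibition of at least 40%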;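 further: plate controls were DMSO neutral control wells for no effect and unlabeled competitor peptide control wells for full effect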
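Read-out basis: mP drop reported as inhibition | Assay system: Tagged CAL PDZ protein CerCALP, purified | Benchmarks: Unlabelled peptide for full inhibition, DMSO wells as neutral | Schedule: 1 h incubation at room temperature before polarization reading | Buffer or medium: Sodium phosphate/NaCl buffer pH 7.4 with TCEP, IgG, Thesit | Doses: Single point, 20 µM | Measured by: Fluorescence polarization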
LANA DNA inh: blocks KSHV LANA C-terminal domain binding to DNA; MBP-C-LANA/FAM-LBS DNA binding, fluorescence polarization; inhibition, % at 9 µM; actives 0.078% (n = 340,000); AID 504423;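 active means highest replicate inhibition at or above 60% at 9 µM, even if other replicates fall short; inactive means all replicates below 60% inhibition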;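 further: 0% = neutral control wells and 100% = 4 µM acridine orange control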
Keap1-Nrf2 PPI: disrupts human Keap1 binding to Nrf2 peptide. actives 0.15% (n = 340,000). AID 504523. Q14145. inhibition, % at 9.4 µM. Keap1 Kelch-Nrf2 peptide fluorescence polarization, 1536-well; in the data active means inhibition above about 12%;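 further: human Keap1 Kelch domain with fluorescein labeled Nrf2 9mer peptide probe; 0% = neutral control wells and 100% = peptide positive control; higher means more block of Keap1 binding to Nrf2 peptide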
DSG3 Ab inh: human desmoglein-3 autoantibody binding inhibition | DSG3-coupled beads, scFv-anti-DSG3-GFP binding, flow cytometry; hits give low values | binding (percent of control), % at 10 µM | actives 0.48% (n = 310,000);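 active means binding more than 3 SD below its plate's average and above zero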;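 further: hits lower antibody fragment binding to DSG3; some compounds called inactive have numbers as strong as hits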
Target sequence (P32926 whole entry, looked up, the tested form may be a part): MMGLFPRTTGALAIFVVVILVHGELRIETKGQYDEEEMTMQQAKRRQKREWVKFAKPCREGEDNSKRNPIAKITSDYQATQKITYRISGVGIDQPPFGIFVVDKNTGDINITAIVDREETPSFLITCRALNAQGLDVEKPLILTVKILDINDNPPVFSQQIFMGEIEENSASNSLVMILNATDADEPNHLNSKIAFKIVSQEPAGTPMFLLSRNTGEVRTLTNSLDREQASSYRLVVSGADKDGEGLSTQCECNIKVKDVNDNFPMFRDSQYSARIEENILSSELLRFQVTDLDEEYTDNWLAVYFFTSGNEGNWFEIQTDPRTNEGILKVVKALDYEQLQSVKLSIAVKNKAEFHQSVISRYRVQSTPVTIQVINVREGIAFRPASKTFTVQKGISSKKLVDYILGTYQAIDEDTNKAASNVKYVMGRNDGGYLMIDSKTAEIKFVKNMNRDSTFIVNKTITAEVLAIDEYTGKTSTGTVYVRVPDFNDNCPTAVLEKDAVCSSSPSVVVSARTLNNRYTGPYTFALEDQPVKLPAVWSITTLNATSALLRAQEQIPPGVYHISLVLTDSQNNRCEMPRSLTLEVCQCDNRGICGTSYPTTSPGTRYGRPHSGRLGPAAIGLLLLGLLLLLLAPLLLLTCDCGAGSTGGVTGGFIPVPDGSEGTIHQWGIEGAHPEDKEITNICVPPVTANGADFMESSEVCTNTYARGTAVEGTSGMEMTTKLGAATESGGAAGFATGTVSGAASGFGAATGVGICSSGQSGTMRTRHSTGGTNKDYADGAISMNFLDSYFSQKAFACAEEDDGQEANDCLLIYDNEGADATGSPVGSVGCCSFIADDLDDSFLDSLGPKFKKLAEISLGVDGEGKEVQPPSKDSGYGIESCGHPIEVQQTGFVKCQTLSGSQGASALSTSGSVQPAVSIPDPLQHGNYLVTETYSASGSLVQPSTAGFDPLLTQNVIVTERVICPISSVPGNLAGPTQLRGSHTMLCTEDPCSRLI
Arrestin-AP2 inh: blocks beta-arrestin peptide binding to AP2 adaptin. actives 0.31% (n = 340,000). FITC-arrestin peptide / GST-AP2 beads, flow cytometry; AP2 beta2 appendage carries R879A mutation. inhibition, % at 10 µM;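 active means inhibition above a set limit, near 3 SD of compounds lacking own fluorescence, cut at about 54% in these data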;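 further: plate controls were DMSO wells for no effect and 5 µM unlabelled arrestin peptide for full effect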
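System: GST-AP2 R879A glutathione beads | Also added: FITC-arrestin peptide, 50 nM | Times: 12 min plus 1 h, RT | Signal: Bead flow cytometry, FITC channel | Buffer or medium: PBS with 0.05% Tween 20 and 0.1% BSA | Read-out basis: Percent drop in bead-associated FITC signal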
DAGLB inh: blocks human DAGLB lipase activity; HEK293T DAGLB membrane lysate, EnzChek fluorogenic substrate; actives 0.059% (n = 340,000); AID 504411; inhibition, % at 5.17 µM; in the data active means inhibition above about 34%;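 further: 0% = enzyme with vehicle and 100% = wells lacking enzyme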
V-ATPase pHluor: regulators of yeast V-ATPase proton transport; actives 0.37% (n = 350,000); S. cerevisiae, pHLuorin cytosolic pH fluorescence; AID 504577; response, % at 10 µM; in the data active means response mostly above about 7.3%, no sharp cut-off; inactive means mostly below about 5.4%; further: actives read high; inactives centre near 0; some compounds called inactive have numbers as strong as hits
CAL PDZ FP-2: CAL PDZ (human) peptide binding inhibition; purified CAL PDZ, TMR-peptide fluorescence polarization, 1 h; inhibition, % at 24.9 µM; actives 0.92% (n = 300,000); AID 602252;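 active means mean inhibition of at least 30% with at least half of replicates also reaching 30%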;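 further: 0% = DMSO neutral control and 100% = excess unlabeled competitor peptide PRC23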
Starred values were filed as active, the others as inactive; . = no result given; & = joins results of further samples. Only part of the results is shown; count on the stated rates, not on these rows.

SMILES	Cardiac RTF inh	NSD2 HMT inh	CAL PDZ FP-1	LANA DNA inh	Keap1-Nrf2 PPI	DSG3 Ab inh	Arrestin-AP2 inh	DAGLB inh	V-ATPase pHluor	CAL PDZ FP-2
Cc1ccc(Cn2c(SCCN3CCOCC3)nc3c2c(=O)n(C)c(=O)n3C)cc1	6	1	-3.4	1.1	-7	104	-2	0	-1	-17
Cc1cc(C)c2c(N)c3cccc(C)c3nc2n1	7	9	-0.9	-6.0	1	104	9	0	-10	-6
Cc1ccc(NS(=O)(=O)c2ccc3c(c2)NC(=O)C(C)C(=O)N3)c(Cl)c1 (stereo not given)	-3	.	-0.4	-0.5	-8	109	-3	0	5	.
Cc1cc(C)c(OCCN2CC(C)OC(C)C2)c(Br)c1 (stereo not given)	-2	2	-3.2	0.4	-4	125	-1	-3	-1	-4
CCOc1ccccc1NC(=O)c1ccccc1N(C)S(=O)(=O)c1ccc(C)cc1	-3	.	0.5	1.4	-4	.	10	-5	-2	-2
CC1(C)N=C(N)N=C(N)N1c1ccc(CCCCc2ccccc2)cc1	.	10	.	.	.	106	.	-3	1	.
CCSc1nnc(NC(=O)C(CC)Oc2ccccc2)s1 (stereo not given)	-2	-4	-3.0	-1.9	-4	104	-3	2	1	-3
Cc1cccc(NC(=O)c2cc(-c3cc(C)cc(C)c3O)n[nH]2)c1	-2	-1	.	1.8	-7	105	-5	-2	3	-3
CC(=O)Nc1ccc(S(=O)(=O)N2CCC(C(=O)NCc3ccco3)CC2)cc1	-8	-3	-0.7	0.2	-2	107	5	-4	2	-1
CC(C)c1ccc(NC(=O)CN2C(=O)COc3ccc(S(=O)(=O)N4CCOCC4)cc32)cc1	3	0	-0.9	-1.2	-7	74*	-11	2	-3	-1
CC1(Cc2ccc3c(c2)OCO3)NC(=O)NC1=O (stereo not given)	-2	-8	-0.6	-2.0	-6	96	1	2	-1	-5
COc1ccc2cc(CN(C)C(=O)CN3C(=O)NC4(CCCC4)C3=O)ccc2c1	.	5	.	.	.	100	.	-1	-3	.
COc1ccc(NC(=S)Nc2ccccc2)cc1	-12&-10	0&1	0.1&1.0	-0.8&14	-3&3	94&100	-10&1	-1&-1	2&1	-1
CCOC(=O)CSc1nc2c(sc(=S)n2-c2ccccc2)c(=O)[nH]1	-8	0	-2.9	-0.4	-2	93	-8	7	3	0
CN(Cc1ccccc1)C(=O)c1nc[nH]c1C(=O)N(C)Cc1ccccc1	0	.	0.2	0.8	-7	99	4	1	7	1
OC(CN1CCOCC1)Cn1c2ccccc2c2ccccc21 (stereo not given)	-13	-1	-5.5	-0.9	4	.	34	-1	5	0
COc1ccccc1N1CC(C)(C)C(=O)N(C(=O)c2ccc(Cl)cc2)C1=S	3	-1	-1.7	-0.9	-2	.	-16	-4	-1	2
C=CCNC(=O)c1c(CSc2ccc(Cl)cc2)noc1C(=O)NCc1ccccc1	1	.	0.3	0.4	5	95	32	-16	1	-4
CCOC(=O)N1CCN(S(=O)(=O)c2ccc3c(c2)CC(C)N3C(=O)C2CC2)CC1 (stereo not given)	-1	-10	-2.5	-0.5	-1	102	-5	-5	10	-3
Cc1cccc(-n2nnc3c(=O)n(Cc4ccccn4)cnc32)c1	-1	-2	0.4	2.3	-2	98	14	-2	9	-4
O=[N+]([O-])c1ccc(N2CCN(S(=O)(=O)c3ccccc3)CC2)c2cccnc12	4	3	-1.1	1.0	-3	103	-9	-3	-2	.
CN(N)c1nc(N2CCCC2)nc(N2CCCC2)n1	1	1	-0.2	-0.2	-2	.	3	-7	-1	-3
COc1ccc(-c2cccc(NC(=O)c3ccc4c(c3)OCO4)c2)nn1	-4	0	-0.6	-0.5	2	70	14	3	5	-2
COc1ccccc1OCCNC(=O)c1cc(F)c(F)cc1Cl	5	-6	-0.9	0.7	-3	104	1	0	-2	-6
CCOC(=O)N1CCN(C(=O)CSCC(=O)Nc2nc(-c3cccs3)cs2)CC1	0	1	-1.7	-1.5	3	94	-2	-1	-1	.
O=C(O)CCn1cc(/C=C2/NC(=S)N(c3ccccc3)C2=O)c(-c2ccccc2)n1	8	1	-2.8	0.0	-1	90	5	-3	-2	-3
COc1ccc(NC(=O)C2=C(C)Nc3ncnn3C2c2ccccc2C(F)(F)F)c(OC)c1 (stereo not given)	3	1	0.2	-1.0	-1	.	25	-4	4	.
COc1ccc(F)cc1S(=O)(=O)NCCN1CCOCC1	-5	.	0.4	-0.6	-4	110	5	-1	1	.
O=C(Nc1ccc([N+](=O)[O-])cc1Cl)c1cc(Cl)ccc1O	-1	.	0.7	-2.2	-6	93	0	3	5	-4
C(=NN1CCCCCC1)c1ccc2c(c1)OCO2	3	1	0.0	-0.1	4	93	-15	-2	0	.
CN(CCc1ccccc1)C(=O)c1ccc(NC(=O)Cc2ccc(NC(=O)C3CCCN(C(=O)C4CCC4)C3)cc2)cc1 (stereo not given)	3	.	-0.9	0.3	-3	91	-4	-1	0	-5
COc1ccc(C(=O)Nc2ccc(C(=O)OCC(=O)c3ccccc3)cc2)cc1	-2	4	-0.4	-0.1	0	88	-4	-1	2	.

Overlap with the part before: 3 entries, then new ones.
SMILES	Cardiac RTF inh	NSD2 HMT inh	CAL PDZ FP-1	LANA DNA inh	Keap1-Nrf2 PPI	DSG3 Ab inh	Arrestin-AP2 inh	DAGLB inh	V-ATPase pHluor	CAL PDZ FP-2
C(=NN1CCCCCC1)c1ccc2c(c1)OCO2	3	1	0.0	-0.1	4	93	-15	-2	0	.
CN(CCc1ccccc1)C(=O)c1ccc(NC(=O)Cc2ccc(NC(=O)C3CCCN(C(=O)C4CCC4)C3)cc2)cc1 (stereo not given)	3	.	-0.9	0.3	-3	91	-4	-1	0	-5
COc1ccc(C(=O)Nc2ccc(C(=O)OCC(=O)c3ccccc3)cc2)cc1	-2	4	-0.4	-0.1	0	88	-4	-1	2	.
COCCC(=O)N1CCC(Oc2ccc(C(=O)NCCc3cnn(C)c3)cc2)CC1	-2	-1	-0.5	-0.9	-3	112	4	-1	-1	-5
CC1CC1C(=O)OCC(=O)NNC(=O)c1ccc([N+](=O)[O-])cc1 (stereo not given)	7	-2	0.1	1.6	2	105	4	-1	2	-2
CC(C)CN(C(=O)c1cccc(Cl)c1)c1c(N)n(CC(C)C)c(=O)[nH]c1=O	-7	2	0.1	0.8	-3	108	0	0	0	-7
O=C(Nc1cccnc1)C1CC(c2ccc(Cl)c(Cl)c2)=NO1 (stereo not given)	7	.	-1.4	2.6	-4	106	6	1	3	-8
CCOC(=O)C1=C(C)NC(C)=C(C(=O)OCC)C1C(=O)OCC(=O)N1CCCCC1CC (stereo not given)	-34	-3	.	1.2	-3	93	3	2	2	2
COc1ccc(-c2noc(CCc3ccccc3)n2)cc1	5	-4	-1.1	-1.7	-1	101	45	-21	-3	-6
O=C(C1CC1)N1CCN(c2ccc(F)cc2)CC1	1	1	-0.7	-0.5	-3	107	30	1	4	-1
CS(=O)(=O)N1CCN(c2cccc(Cl)n2)CC1	4	0	-1.8	-1.1	4	98	-21	-3	4	-3
COc1cccc(C(=O)NC(=S)NCc2ccco2)c1	10	1	-0.9	-1.1	-1	103	22	-1	-2	0
Cc1ccc(C(=O)N2CCN(c3ccccn3)CC2)cc1C	-3	-5	9.4	0.3	-8	95	33	-6	4	-2
COc1ccc(C(=O)COC(=O)c2c(-c3ccccc3)noc2C)c(OC)c1	-7	-1	-1.6	-0.8	-1	107	-5	-4	1	-3
Cc1ccc(C)c(NC(=O)c2cc[n+](C)cc2)c1	0	-1	-0.1	0.2	-1	93	27	-4	-4	-3
COc1ccc(NC(=O)c2sc3nc(-c4cccnc4)ccc3c2N)cc1	-24	-1	-4.3	7.1	-5	124	-4	-1	-6	9
Cn1cc(/C=C/C(=O)c2ccccc2)c2ccccc21	-16	0	-1.6	1.7	3	102	0	-5	-4	.
Cc1cccc2sc(NC(=O)CNS(=O)(=O)c3ccc(Br)s3)nc12	-1	-4	-1.0	1.3	-6	100	-3	4	7	.
CC(=O)OCC(=O)[C@@]1(O)CC[C@H]2[C@@H]3CCC4=CC(=O)CC[C@]4(C)[C@H]3[C@@H](O)C[C@@]21C	6&7	.	0.3&-0.8	-0.2&0.3	1&-6	108&115	-3&-3	1&1	2&-2	-4&-1

Complete entries, looked up by structure. Screens in order: Cardiac RTF inh | NSD2 HMT inh | CAL PDZ FP-1 | LANA DNA inh | Keap1-Nrf2 PPI | DSG3 Ab inh | Arrestin-AP2 inh | DAGLB inh | V-ATPase pHluor | CAL PDZ FP-2
`CC(=O)OCC(=O)[C@@]1(O)CC[C@H]2[C@@H]3CCC4=CC(=O)CC[C@]4(C)[C@H]3[C@@H](O)C[C@@]21C` is listed with 6&7 | . | 0.3&-0.8 | -0.2&0.3 | 1&-6 | 108&115 | -3&-3 | 1&1 | 2&-2 | -4&-1
`Cn1cc(/C=C/C(=O)c2ccccc2)c2ccccc21` is listed with -16 | 0 | -1.6 | 1.7 | 3 | 102 | 0 | -5 | -4 | .
`COc1ccc(C(=O)COC(=O)c2c(-c3ccccc3)noc2C)c(OC)c1` is listed with -7 | -1 | -1.6 | -0.8 | -1 | 107 | -5 | -4 | 1 | -3
`COc1cccc(C(=O)NC(=S)NCc2ccco2)c1` is listed with 10 | 1 | -0.9 | -1.1 | -1 | 103 | 22 | -1 | -2 | 0

Going on with the list:
SMILES	Cardiac RTF inh	NSD2 HMT inh	CAL PDZ FP-1	LANA DNA inh	Keap1-Nrf2 PPI	DSG3 Ab inh	Arrestin-AP2 inh	DAGLB inh	V-ATPase pHluor	CAL PDZ FP-2
c1ccc(C2NCCc3ccccc32)cc1 (stereo not given)	1	5	-0.9	0.3	-5	99	25	1	1	-18
COc1cccc(CN2CCC(C(=O)N3CCN(Cc4ccc5c(c4)OCO5)CC3)CC2)c1OC	3	2	-0.2	-1.2	1	102	-18	1	0	-3
CCOC(=O)[C@@H]1[C@H]2COc3ccccc3[C@@H]2N2C(=O)N(c3ccc(Cl)cc3)C(=O)[C@@]12C	6	.	0.3	0.5	1	103	-4	-3	2	-5
NC(=O)C1CCN(c2nc(-c3cccs3)cs2)CC1	5	.	-1.0	0.1	-3	105	-10	1	2	-1
Cc1ccc(NCc2ccc(O)c3ncccc23)cc1	-13	-1	0.3	-0.4	0	100	10	4	3	7
